Screening results (PubChem)
Shiga toxin inh – inhibitors of Shiga toxin in Vero cells. Vero cells, Shiga toxin protein synthesis inhibition reporter. inhibition, % at 38.7 µM. hit rate 9.2% among 290,000. AID 2315; in the data active means inhibition mostly above about 28%, no sharp cut-off; inactive means mostly below about 43%; further: 0% is about no effect
CHX counter – affects cycloheximide protein synthesis inhibition readout, counter-screen | cell reporter, cycloheximide protein synthesis inhibition counterscreen | max response, % | hit rate 12% among 300,000 | AID 2314; in the data active means max response mostly above about 13%, no sharp cut-off; inactive means mostly below about 14%; further: read at 38.3 µM for the half of the compounds with a filed dose; 0% is about no effect
HCV inh – inhibitors of hepatitis C virus infection | AID 651820 | Huh7.5.1 HCVcc-Cre infection, luciferase reporter, 44 h | hit rate 3.4% among 340,000 | Potency, µM (doses to about 41.8 µM), for inactives: at the highest dose activity change, negative = inhibition, usual class: inhibitors; further: potency means the concentration at half of the fitted maximal effect; on the % scale 0 is the no-effect control and ±100 the full control effect
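Cells (1,000/well) were plated 4 h before compound, then infected with HCVcc-Cre virus (~0.5 moi). After 44 h further culture, infection was read as luciferase luminescence following a 15 min substrate incubation at room temperature.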
Pf growth 48h – inhibits P. falciparum growth in the first generation, 48 h | AID 504832 | hit rate 5.9% among 310,000 | P. falciparum luciferase growth in erythrocytes, 48 h | Potency, µM (titrated, usually from 28.7 µM), without a hit: at the highest dose activity change, negative = inhibition, hits mostly inhibitors; further: potency means the concentration at half of the fitted maximal effect; on the % scale 0 is the no-effect control and ±100 the full control effect
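In quantitative HTS format, infected erythrocytes bearing luciferase-reporter parasites were treated for a single generation at 37 C. Luminescence after adding detection reagent served as the growth measure.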
Pf growth 96h – inhibits malaria parasite growth, 96 h; hit rate 6.9% among 320,000; P. falciparum luciferase reporter growth, 96 h; Potency, µM (highest dose often 28.7 µM), for the others: at the highest dose activity change, negative = inhibition, actives largely listed as inhibitors; AID 504834; further: potency means the concentration at half of the fitted maximal effect; on the % scale 0 is the no-effect control and ±100 the full control effect
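Erythrocytes infected with luciferase-expressing P. falciparum were dispensed at 2% hematocrit and 0.05% parasitemia (final), then incubated with compounds 96 hours at 37 C in 5% CO2. Luminescence after detection reagent addition reported growth.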
LmPK inhibitor – blocks Leishmania mexicana pyruvate kinase activity. Potency, µM (titrated, usually from 57.5 µM), without a hit: at the highest dose activity change, negative = inhibition, hits mostly inhibitors. AID 1721. purified LmPK, Kinase-Glo ATP luminescence, 1 h. Q27686. hit rate 0.37% among 290,000; further: potency means the concentration at half of the fitted maximal effect; on the % scale 0 is the no-effect control and ±100 the full control effect
Target sequence (Q27686 whole entry, looked up): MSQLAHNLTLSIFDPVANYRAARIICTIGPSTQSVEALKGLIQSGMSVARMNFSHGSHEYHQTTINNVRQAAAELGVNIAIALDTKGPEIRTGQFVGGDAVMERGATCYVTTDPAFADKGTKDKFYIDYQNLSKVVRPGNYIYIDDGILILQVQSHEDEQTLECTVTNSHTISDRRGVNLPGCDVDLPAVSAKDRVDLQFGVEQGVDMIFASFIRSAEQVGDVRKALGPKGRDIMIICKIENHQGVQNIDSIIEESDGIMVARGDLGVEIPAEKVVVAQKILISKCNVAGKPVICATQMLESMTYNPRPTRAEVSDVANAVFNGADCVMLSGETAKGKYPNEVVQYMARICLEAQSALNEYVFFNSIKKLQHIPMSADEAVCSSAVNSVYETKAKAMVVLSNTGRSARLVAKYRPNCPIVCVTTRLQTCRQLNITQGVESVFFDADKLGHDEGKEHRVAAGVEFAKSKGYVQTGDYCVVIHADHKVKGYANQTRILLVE
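In 50 mM imidazole pH 7.2 with 7 mM MgCl2, LmPK (0.1 nM) turned over PEP (0.5 mM) and ADP (0.1 mM) for 1 h at room temperature. Luciferase read-out of ATP.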
Tb PYK inh – blocks Trypanosoma brucei pyruvate kinase; TbPYK enzyme, Kinase-Glo Plus ATP luminescence, 45 min; Potency, µM (titrated, usually from 76.8 µM), for the others: at the highest dose activity, negative = inhibition, most hits filed as inhibitors; hit rate 0.12% among 410,000; AID 624173; further: potency means the concentration at half of the fitted maximal effect; on the % scale 0 is the no-effect control and ±100 the full control effect; nearly all actives have a fitted effect of over 50% in size
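ADP (130 uM final) triggers the TbPYK reaction after compound addition; incubation is 45 min at room temperature. Kinase-Glo Plus is then added and luminescence imaged. Normalized data are fitted to concentration-effect curves.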
Active calls of the source: *; ? = inconclusive; . = no result given; & = joins results of further samples; [ ] = another dose, or the depositor's remark. Unless noted, the call rests on the fitted dose curve; in most records, active means well fitted curve in the direction sought with a large enough effect; inconclusive means small, poorly fitted or top-dose-only effect, or another doubt; inactive means no such curve, though single readings can be large; an effect the other way counts as inactive or inconclusive.

1) CC(=O)c1sc(NC(=O)c2cc(S(=O)(=O)N3CCOCC3)ccc2F)nc1C
2) COc1cc(NC(=O)c2ccc(COCC(F)(F)F)cc2)cc(OC)c1OC
3) CNC(=O)c1ccsc1NC(=O)c1ccccc1
4) C=CCN(C(=O)C1CC(=O)N(C2CCCC2)C1)c1nc(-c2ccc(S(C)(=O)=O)cc2)cs1 (stereo unspecified)
5) O=C(Nc1ccccc1)c1cccc(S(=O)(=O)Oc2ccc([N+](=O)[O-])cc2)c1
6) CC(C)(C)NC(=O)COC(=O)Cc1ccc(Cl)cc1
7) CC(C)c1ccc(OCC(=O)NNC(=S)NC(=O)C2CC2)cc1
8) CCC(Sc1ccc(Cl)cc1)C(=O)Nc1nnc(-c2cccc([N+](=O)[O-])c2)s1 (stereo unspecified)

assay / entry,1,2,3,4,5,6,7,8
Shiga toxin inh,.,-5,16*,.,-11,-6,-4,-10
CHX counter,.,-4,25*,.,-4,3,-3,-4
HCV inh,-30%,?,?,?,-2%,13%,-26%,0%[8.37 µM]
Pf growth 48h,?,?,41%[activator],?,25%,.,?,3%
Pf growth 96h,?,?,?,53%[activator],?,?,?,-1%
LmPK inhibitor,.,5%,-4%,.,2%,1%,-1%,3%
Tb PYK inh,4%,-5%,-2%,-5%,7%,-4%,-17%,-13%

9) C/C=C(\C)C(=O)N[C@@H](c1ccccc1)[C@@H](O)C(=O)O[C@H]1C[C@@]2(O)[C@@H](OC(=O)c3ccccc3)C3[C@](C)(C(=O)[C@H](OC(C)=O)C(=C1C)C2(C)C)[C@H](O)C[C@H]1OC[C@@]31OC(C)=O (stereo partly specified)
10) COC(=O)c1ccc(C(c2c(N)n(Cc3ccccc3)c(=O)n(C)c2=O)N2CCOCC2)cc1 (stereo unspecified)
11) CN1CCN(CCCNC(=O)c2ccc(Cn3c(=S)[nH]c4ccc(Br)cc4c3=O)cc2)CC1
12) CCC(O)(CCN1CCCCC1)c1ccccc1 (stereo unspecified)
13) CCOc1ccc(C(C)=O)cc1CN1C(=O)NC(C)(C2CC2)C1=O (stereo unspecified)
14) O=C(c1ccccc1-c1nc(-c2ccccc2)no1)N1CCOCC1
15) CCOC(=O)Nc1cc(OC)c(OC)cc1Cc1nccc2cc(OC)c(OC)cc12
16) COc1ccc(C(=O)CN2C(=O)NC3(CCc4ccccc43)C2=O)cc1 (stereo unspecified)

assay / entry,9,10,11,12,13,14,15,16
Shiga toxin inh,-4,49,14,-24,-5,48,-22,4
CHX counter,3,12,6,-3,9,7,-2,1
HCV inh,?,2%,7.9µM*,-3%,?,?,19%,-4%
Pf growth 48h,?,?,?,16%,?,?,6%,81%[activator]
Pf growth 96h,?,-15%,1%,-23%,?,28%,30%[activator],0%
LmPK inhibitor,-5%,3%,-2%,2%,0%,-1%,1%,-2%
Tb PYK inh,-7%,9%,?,1%,0%,1%,-15%,-5%

17) Cc1nc(N2CCOCC2)c2c(C)c(C(=O)Nc3ccc(F)cc3F)sc2n1
18) Cn1cccc1Cc1nnc(SCC(=O)Nc2ccccc2F)n1CCc1ccccc1
19) Cc1ccc(S(=O)(=O)N(C)C)cc1NC(=O)CCNC(=O)c1ccccc1Cl
20) Nc1sc(-c2ccccc2)cc1C(=O)O
21) CCS(=O)(=O)Nc1ccc(C2=NN(S(=O)(=O)CC)C(c3cccs3)C2)cc1 (stereo unspecified)
22) CCc1ccc(N(CC(=O)NC2CCCCC2)C(=O)CNC(=O)c2ccco2)cc1
23) COc1cc(C(=O)OCC(=O)c2c(N)n(C)c(=O)n(C)c2=O)ccc1OCCC(C)C
24) O=S(=O)(N/N=C/c1ccc(OC2CSC2)cc1)c1ccccc1

assay / entry,17,18,19,20,21,22,23,24
Shiga toxin inh,11,-12,-15,55*,20,-7,-12,15
CHX counter,-4,-2,3,29*,-7,-2,-3,5
HCV inh,-28%,0%&-13%,1%,.,0%,4%,-4%,28%
Pf growth 48h,-15%,13µM*,10%,.,6%,-1%,4%,29%
Pf growth 96h,?,-2%,39%[activator],-21%,?,8%,11%,-16%
LmPK inhibitor,0%,1%,-6%,1%,-10%,5%,4%,5%
Tb PYK inh,2%,-1%,-6%,.,-6%,5%,2%,-4%

25) CCCn1c(=O)c2ccccc2n2c(SCC(=O)c3cc(C)n(CCOC)c3C)nnc12
26) CCCCNC(=O)CSc1nc2ccc(C)cc2[nH]1
27) O=C1c2ccccc2C(Nc2ccc(Cl)cn2)N1Cc1ccccc1 (stereo unspecified)
28) CCCCC(=O)NNC(=S)NC(=O)c1ccc(C)cc1
29) CCC1(CC)C(=O)N(Cc2ccccc2)C(=O)N(Cc2ccccc2)C1=O
30) Clc1ccc(-c2nnc(-c3ccccc3)c(-c3c[nH]c4ccccc34)n2)cc1
31) CCCn1c(N)cc(=O)n(CCC)c1=O
32) CCOC(=O)N1N=C(c2ccccc2)CC1(O)C(C)(F)F (stereo unspecified)

assay / entry,25,26,27,28,29,30,31,32
Shiga toxin inh,-11,-10,-5,49*,-10,7,-17,-7
CHX counter,4,5,-3,22,-1,10,-7,-2
HCV inh,1%,17%,?,-28%,14%,22%,10%,2%
Pf growth 48h,26%,7%,.,?,.,85%[activator],-19%,4%
Pf growth 96h,-12%,33%[activator],?,?,?,13%,0%,?
LmPK inhibitor,-2%,4%,0%,0%,8%,1%,10%,0%
Tb PYK inh,0%,4%,2%,?,3%,8%,-1%,-15%

Exported with each value named: part of the list above
27	O=C1c2ccccc2C(Nc2ccc(Cl)cn2)N1Cc1ccccc1 (stereo unspecified)
  Shiga toxin inh: -5	CHX counter: -3	HCV inh: ?	Pf growth 48h: .	Pf growth 96h: ?	LmPK inhibitor: 0%	Tb PYK inh: 2%
10	COC(=O)c1ccc(C(c2c(N)n(Cc3ccccc3)c(=O)n(C)c2=O)N2CCOCC2)cc1 (stereo unspecified)
  Shiga toxin inh: 49	CHX counter: 12	HCV inh: 2%	Pf growth 48h: ?	Pf growth 96h: -15%	LmPK inhibitor: 3%	Tb PYK inh: 9%
31	CCCn1c(N)cc(=O)n(CCC)c1=O
  Shiga toxin inh: -17	CHX counter: -7	HCV inh: 10%	Pf growth 48h: -19%	Pf growth 96h: 0%	LmPK inhibitor: 10%	Tb PYK inh: -1%
9	C/C=C(\C)C(=O)N[C@@H](c1ccccc1)[C@@H](O)C(=O)O[C@H]1C[C@@]2(O)[C@@H](OC(=O)c3ccccc3)C3[C@](C)(C(=O)[C@H](OC(C)=O)C(=C1C)C2(C)C)[C@H](O)C[C@H]1OC[C@@]31OC(C)=O (stereo partly specified)
  Shiga toxin inh: -4	CHX counter: 3	HCV inh: ?	Pf growth 48h: ?	Pf growth 96h: ?	LmPK inhibitor: -5%	Tb PYK inh: -7%

(next part)
33) Cc1ccc(NC(=O)CN2C(=O)CN=C(c3ccccc3)c3cc(Cl)ccc32)cc1
34) O=C(CSc1nc2ccccc2s1)c1cc2ccccc2o1
35) COC(=O)c1ccc(N2CCCCC2)c(NS(=O)(=O)c2ccc(C)cc2)c1
36) COC(=O)C(C)Oc1ccc(Cc2ncc(C(F)(F)F)cc2Cl)cc1 (stereo unspecified)
37) CCN(C(=O)CCN1C(=O)c2ccccc2C1=O)C1CCCCC1
38) CCOc1ccc(C2NC(=O)NC(C)=C2C(=O)OCc2ccccc2)cc1 (stereo unspecified)
39) CCC(=O)N1CCc2cc(S(=O)(=O)NCCC(=O)NCc3ccccc3Cl)ccc21
40) CCOc1ccc(C(=O)N(CN2CCCC2=O)c2ccc(C)cc2)cc1

assay / entry,33,34,35,36,37,38,39,40
Shiga toxin inh,34,45,-13,-6,34,.,-1,10
CHX counter,7,24*,-3,-1,-1,-3,-3,-3
HCV inh,?,8%,13µM*,8%,13%,-11%,-6%,11%
Pf growth 48h,.,-11%,?,4%,49%[activator],-17%,2%,5%
Pf growth 96h,?,9%,.,-2%,.,7%,8.3µM*,9%
LmPK inhibitor,-3%,9%,6%,-3%,3%,3%,-2%,-3%
Tb PYK inh,2%,-5%,3%,0%,3%,-9%,-8%&2%,4%

41) CC(/C=N/NC(=O)c1ccc(Cn2cc([N+](=O)[O-])cn2)o1)=C\c1ccccc1
42) Cc1nc2c(nnn2Cc2ccccc2Cl)c(=O)[nH]1
43) Cn1c(=O)[nH]c(=O)c2c1nc(CN1CCN(c3ccccc3F)CC1)n2CCc1ccccc1
44) O=C(CN1C2=NCCCN2c2ccccc21)c1ccc(Br)s1
45) CN(C)CCN(Cc1cccs1)S(=O)(=O)c1csc(C(N)=O)c1
46) O=C(CSc1nnc(-c2ccco2)o1)NC1CCCCC1
47) COCCN1C(=O)c2ccccc2C(C(=O)N2CCN(c3ccccc3)CC2)C1c1ccc(F)cc1 (stereo unspecified)
48) COCCn1c(NC(=S)NC(=O)C23CC4CC(CC(C4)C2)C3)cc(=O)[nH]c1=O

assay / entry,41,42,43,44,45,46,47,48
Shiga toxin inh,72*,.,-9,16,-4,11,-7,-6
CHX counter,26*,-2,2,-4,-5,9,-4,-3
HCV inh,-23%,13%,5%,?,4%,7%,7%,7%
Pf growth 48h,-11%,-18%,?,?,20%,.,?,?
Pf growth 96h,?,6%,-26%,?,?,6%,.,15µM*
LmPK inhibitor,-3%,-8%,6%,0%,5%,9%,2%,2%
Tb PYK inh,2%,8%,3%,2%,-7%,-10%,1%,-1%

49) Cn1c(=O)c2cc(S(=O)(=O)NC(Cc3ccccc3)C(=O)NCC3CCCO3)ccc2n(C)c1=O (stereo unspecified)
50) COc1ccc(-c2nc(C#N)c(NCc3ccccc3Cl)o2)cc1
51) CCOc1ccc(N(CC(=O)Nc2ccc(F)c(F)c2)S(=O)(=O)c2c(C)noc2C)cc1
52) Cc1cccc2sc(NC(=O)CCNC(=O)c3ccco3)nc12
53) CCN(CC)c1ccc(/C=N/N2CCN(Cc3ccccc3Cl)CC2)c(O)c1
54) CN1CCN(c2ccc(Cl)cc2NC(=O)c2nn(-c3ccccc3)c(=O)c3ccccc23)CC1
55) Cc1cccc(N=Nc2ccc(N(C)C)cc2)c1
56) COc1cc(/C=C/C(=O)N2CCN(CC(O)COc3ccccc3)CC2)cc(OC)c1OC (stereo unspecified)

assay / entry,49,50,51,52,53,54,55,56
Shiga toxin inh,9,11,-9,.,22,18,126*,-14
CHX counter,6,21,0,.,5,-3,43*,-3
HCV inh,4%,-18%,0%&-15%,-17%,?,?,-3%,-21%
Pf growth 48h,?,10%,-25%,?,?,-18%,208%[activator],?
Pf growth 96h,-85%,?,0%,-8%,?,15µM*,148%[activator],4.1µM*
LmPK inhibitor,11%,0%,-3%,.,-1%,-5%,1%,3%
Tb PYK inh,2%,5%,-1%,3%,-8%,3%,1%,1%

57) CC1CCCN(S(=O)(=O)c2ccc(C(=O)Nc3nnc(C4CC4)o3)cc2)C1 (stereo unspecified)
58) COc1ccc(CC(=O)Nc2cc(=O)n(C)c(=O)n2C)cc1OC
59) CC(=O)OCC1=C(C(=O)O)N2C(=O)[C@@H](N)[C@@H]2SC1
60) CC1(C)CC(=O)C(C=NCC2CCN(C(=O)Cc3ccccc3)CC2)=C(O)C1
61) CCCOC(=O)c1cccc(NC(=O)C(C)(C)C)c1

assay / entry,57,58,59,60,61
Shiga toxin inh,7,-7,.,-10,32*
CHX counter,-1,10,.,-1,18*
HCV inh,-20%,20%,.,17%,?
Pf growth 48h,?,8%,-6%[12.8 µM],-20%,21%
Pf growth 96h,?,-6%,-10%[12.8 µM],-21%,17%
LmPK inhibitor,-3%,1%,.,1%,-4%
Tb PYK inh,-1%,4%,-7%[33.2 µM],1%,-1%
